GLS inhibitor – blocks human kidney-isoform glutaminase activity; O94925; GLS enzymatic activity, qHTS titration; Potency, µM (top dose mostly 45.5 µM), inactives show at the top dose activity change, negative = inhibition, usual class: inhibitors; 410,000 compounds, 0.21% hits; also: potency is read from the fitted curve at half-maximal effect; % is scaled to controls: 0 for no effect and ±100 for the full control effect
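Compounds were pin-transferred onto hKGA, after which L-glutamine (1 mM solution) and a detection mix of glutamate oxidase, HRP and Amplex Red were added. Initial and 30 min RT fluorescence reads were collected.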
Tb PGK inh – blocks T. brucei phosphoglycerate kinase. Potency, µM (titrated, usually from 57.5 µM), for inactives: top-dose activity change, negative = inhibition, most hits filed as inhibitors. P07378. 380,000 compounds, 0.043% hits. PGK/GAPDH coupled, Kinase-Glo luminescence, 60 min; also: potency is read from the fitted curve at half-maximal effect; % is scaled to controls: 0 for no effect and ±100 for the full control effect; nearly all actives have a fitted effect of over 60% in size
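Recombinant glycosomal PGK reaction used 1,3-bisphosphoglycerate generated in-well by GAPDH (100nM final) in 100mM TEA pH 7.6, 5mM MgCl2, 0.01% Tween-20. After 60 minutes at room temperature, ATP was read by Kinase-Glo Plus luminescence end-point.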
Pin1 inhibitor – human Pin1 inhibition; Potency, µM (top dose mostly 115 µM), for inactives: at the top dose activity, negative = inhibition, actives largely listed as inhibitors; Q13526; AID 504891; Pin1 FP peptide displacement, HiFluor488, 10 min; 390,000 compounds, 0.009% hits; active = well fitted inhibition curve with a large enough effect in the polarisation, with a control signal flat, not every such curve was filed as active; inconclusive = small, poorly fitted or top-dose-only effect, or effect the other way, or a change in a side signal; inactive = no such curve, though single readings can be large or run the other way; the % refers to the polarisation; also: potency is read from the fitted curve at half-maximal effect; % is scaled to controls: 0 for no effect and ±100 for the full control effect
HP1b binding inh – inhibitors of HP1-beta chromodomain binding to methylated histone tails | P83916 | AlphaScreen HP1-beta / biotin-H3K9me3 peptide binding | Potency, µM (highest dose often 114 µM), for the others: at the top dose activity change, negative = inhibition, actives largely listed as inhibitors | 390,000 compounds, 0.56% hits | AID 540317; also: potency is read from the fitted curve at half-maximal effect; nearly all actives have a fitted effect of over 70% in size; inactives centre near 23
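Compound inhibition of the preformed complex between 50 nM HP1-beta and 50 nM biotinylated H3K9me3 peptide was read by AlphaScreen. Buffer was PBS pH 7.4 with 0.01% Tween-20. Incubations ran 30 min at room temperature, with 10 ug/mL donor/acceptor beads.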
ERG-DNA inh – ERG Ets/DNA interaction inhibition | P11308 | fluorescence polarization, His-ERG Ets domain / labelled DNA | Potency, µM (titrated, usually from 76.9 µM), without a hit: at the top dose FP activity, negative = inhibition, actives largely listed as inhibitors | 370,000 compounds, 0.028% hits | AID 624246; active = well fitted inhibition curve with a large enough effect in the polarisation, with a control signal flat; inconclusive = small, poorly fitted or top-dose-only effect, or effect the other way, or a change in a side signal; inactive = no such curve, though single readings can be large or run the other way; the % refers to the polarisation;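 also: polarization taken with two DNA probes labelled with fluorescein and Texas red; potency is read from the fitted curve at half-maximal effect; % of control where 0% means no effect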
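His-tagged ERG Ets domain (1 uM in the protein solution; 300mM KCl, 50mM Tris-HCl, 1mM EDTA, 1mM DTT, pH 7.5) received compound, then a probe mix of 5 nM fluorescein-DNA and 100nM Texas-615-DNA. Fluorescence polarization was read for both dyes.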
BAZ2B inh – inhibitors of human BAZ2B bromodomain; AID 504333; 360,000 compounds, 4.4% hits; AlphaScreen BAZ2B-H3K14Ac peptide displacement; Potency, µM (series often up to 114 µM), for inactives: top-dose activity change, negative = inhibition, actives largely listed as inhibitors; Q9UIF8; also: potency is read from the fitted curve at half-maximal effect; % is scaled to controls: 0 for no effect and ±100 for the full control effect; nearly all actives have a fitted effect of over 60% in size
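Multi-concentration screen (max 110 uM) measuring displacement of acetylated histone H3 peptide from BAZ2B by AlphaScreen, using 50 nM protein, 50 nM peptide and 10 ug/mL streptavidin donor plus Ni-chelate acceptor beads.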
PI4K2A block – PI4K2A (human) kinase inhibition; Q9BTU6; purified PI4K2A, ADP-Glo luminescence, 1 h; active compounds read low; activity change, negative = inhibition, % at 76.9 µM; 420,000 compounds, 0.13% hits; in the data active = activity change below about -50%; inconclusive = mostly about -30% to -49%;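 also: -100% = wells without enzyme as full effect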
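PI4K2A activity was measured by ADP-Glo luminescence: enzyme (4 ug/mL stock) and phosphatidylinositol (1.2 mM stock) in Tris pH 7.5/MgCl2/EGTA/Triton X-100 buffer were reacted with ATP (300 microM stock) for one hour at ambient temperature.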
JMJD2A Tudor inh – JMJD2A Tudor domain (human) inhibition. 390,000 compounds, 4.4% hits. AlphaScreen JMJD2A-Tudor / H3K4me3 peptide binding. Potency, µM (highest dose often 114 µM), for inactives: at the highest dose activity change, negative = inhibition, most hits filed as inhibitors. AID 504339; also: potency is read from the fitted curve at half-maximal effect; % is scaled to controls: 0 for no effect and ±100 for the full control effect; nearly all actives have a fitted effect of over 50% in size
Target sequence (O75164 whole entry, looked up, the tested form may be a part): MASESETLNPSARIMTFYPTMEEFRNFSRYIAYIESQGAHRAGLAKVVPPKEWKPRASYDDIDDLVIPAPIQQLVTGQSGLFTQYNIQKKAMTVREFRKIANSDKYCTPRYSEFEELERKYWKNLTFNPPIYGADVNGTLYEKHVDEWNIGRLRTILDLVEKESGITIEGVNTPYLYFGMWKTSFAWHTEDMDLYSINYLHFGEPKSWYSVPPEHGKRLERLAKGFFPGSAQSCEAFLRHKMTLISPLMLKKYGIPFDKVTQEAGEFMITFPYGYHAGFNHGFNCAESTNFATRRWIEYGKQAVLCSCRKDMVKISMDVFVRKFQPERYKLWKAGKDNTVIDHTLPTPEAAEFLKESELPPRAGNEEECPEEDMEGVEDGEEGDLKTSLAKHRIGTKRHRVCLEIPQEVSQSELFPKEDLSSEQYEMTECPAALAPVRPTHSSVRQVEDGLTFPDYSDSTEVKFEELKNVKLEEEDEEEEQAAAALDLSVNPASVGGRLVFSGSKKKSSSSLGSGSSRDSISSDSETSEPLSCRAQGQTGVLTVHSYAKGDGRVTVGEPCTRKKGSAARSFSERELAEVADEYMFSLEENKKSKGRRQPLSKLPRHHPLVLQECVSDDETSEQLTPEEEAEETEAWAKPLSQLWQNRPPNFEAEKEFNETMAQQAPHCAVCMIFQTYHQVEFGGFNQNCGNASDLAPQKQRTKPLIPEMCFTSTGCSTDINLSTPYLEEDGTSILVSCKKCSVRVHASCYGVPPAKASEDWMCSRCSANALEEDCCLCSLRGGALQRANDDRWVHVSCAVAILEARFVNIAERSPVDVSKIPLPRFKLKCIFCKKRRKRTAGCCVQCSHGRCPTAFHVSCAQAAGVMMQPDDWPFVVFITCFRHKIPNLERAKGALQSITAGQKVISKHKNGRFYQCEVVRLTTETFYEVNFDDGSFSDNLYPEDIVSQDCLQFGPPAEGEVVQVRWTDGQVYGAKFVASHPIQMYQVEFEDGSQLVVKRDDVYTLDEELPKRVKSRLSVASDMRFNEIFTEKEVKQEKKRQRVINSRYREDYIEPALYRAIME
G9a block – G9a (human) methyltransferase inhibition | Q96KQ7 | G9a H3K9 monomethylation, AlphaScreen, 2 h | Potency, µM (series often up to 102 µM), inactives show at the highest dose activity, negative = inhibition, most hits filed as inhibitors | 350,000 compounds, 8.8% hits | AID 504332; also: potency is read from the fitted curve at half-maximal effect; % is scaled to controls: 0 for no effect and ±100 for the full control effect; nearly all actives have a fitted effect of over 75% in size
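Enzyme 20 nM + cpd, 15 min RT; add b-H3K9 pep 500 nM / SAM 20 uM; 2 h RT; anti-H3K9me1 Ab 0.5 ug/mL + SA donor / anti-rabbit acceptor beads 20 ug/mL each, 10 min; AlphaScreen read.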
Starred values were filed as active, the others as inactive; i = inactive; ? = inconclusive; nt = not tested or not shown; & = joins results of further samples; [ ] = remark or other dose. Unless noted, calls follow the shape of the dose curve; as a rule, active = well fitted curve in the direction sought with a large enough effect; inconclusive = small, poorly fitted or top-dose-only effect, or another doubt; inactive = no such curve, though single readings can be large; an effect the other way counts as inactive or inconclusive. This is a random part of the collection; overall some 11% were active at least once.

GLS inhibitor,Tb PGK inh,Pin1 inhibitor,HP1b binding inh,ERG-DNA inh,BAZ2B inh,PI4K2A block,JMJD2A Tudor inh,G9a block,structure
?,-0.6%,-4.7%,25.0%,3.7%,-21.4%,2.5,-20.1%,-12.3%[59 µM],Cn1nnnc1SCCNCc1ccc(OCc2ccccc2)cc1
-17.2%,-2.8%,5.4%,-5.0%,-2.8%,-12.0%,1.8,-35.9%,?,Cc1ccc(C(=O)C(C)OC(=O)Cc2c[nH]c3ccccc23)cc1 (stereo unspecified)
9.3%,-0.9%,-1.8%,7.1%,-6.6%,1.1%,-5.5,-7.3%,nt,COC(=O)c1ccc(CNC(=O)C2CCC(=O)N(Cc3cccc(F)c3)C2)cc1 (stereo unspecified)
17.3%,3.0%,-1.0%,29.3%,-11.1%,-0.6%,0.1,7.7%,23.1%,COc1cccc(N2C(=O)CN(Cc3ccccc3)C2=S)c1
-11.7%,-1.2%,5.7%,57.8%[activator],-0.6%,-18.8%,-7.1,-33.6%,-53.3%[59 µM],O=C(COc1ccccc1)Nc1sc2c(c1C(=O)Nc1ccccc1)CCCCC2
2.7%,1.3%,-2.6%,14.0%,-3.0%,-37.0%,-1.4,-18.3%,18.2%,COc1cccc(C2=NOC(C(=O)Nc3ccc(OC)c(OC)c3)C2)c1 (stereo unspecified)
14.0%,nt,5.1%,25.7%,nt,-2.6%,-1.4,-6.4%,2.1%[59 µM],Cc1cccc(OCC(=O)Nc2sc3c(c2C#N)CCC3)c1
-1.0%,i,-1.1%,2.1%,1.1%,0.7%,-0.4,-17.0%,16.2%[12.7 µM],CCCCn1c(N)c(N(CCOC)C(=O)CCC2CCCCC2)c(=O)[nH]c1=O
2.5%,nt,0.1%,25.5%,13.6%,-5.0%,2.3,-11.1%,12.0%,COCCNC(=O)c1ccc(CSCc2cccc(Cl)c2)o1
-4.2%,-3.6%,8.6%,65.5%[activator],3.7%,12.3%,-8.9,-15.4%,?,O=C(C(c1ccccc1)c1ccccc1)N1CCN(c2ccccn2)CC1
-0.8%,7.9%,-4.7%,61.4%[activator],1.1%,nt,-1.2,-13.8%,nt,CC(C)(C)[C@@H]1C=C(C(=O)O)[C@H](c2ccc(Cl)cc2)N1S(=O)(=O)c1ccccc1
-13.4%,-4.0%,-1.7%,27.0%,-5.0%,-1.0%,-4.4,3.2%,-26.6%,CC1CCCCC1NC(=O)CN1CCC(NC(=O)c2cccc(F)c2)CC1 (stereo unspecified)
1.1%,-6.1%,6.2%,17.7%,1.1%,1.4%,-1.8,6.2%,2.3%[12.7 µM],CCOC(=O)CSc1nnc(Cn2nnc(-c3ccccc3)n2)n1CC
-9.3%,-1.6%,-0.3%,-4.9%,10.4%,-14.0%,-2.1,-20.5%,?,Cc1oc(C(C)(C)C)cc1C(=O)NC1CCN(Cc2ccccc2)CC1
2.2%,i,-6.3%,18.1%,3.6%,2.1%,-0.6,-28.5%,5.6%[59 µM],CSc1ncc(Cl)c(C(=O)Nc2nc3ccc(F)cc3s2)n1
2.5%,i,-3.9%,12.6%,-1.0%,-14.8%,0.6,-24.0%,31.6µM*,COc1ccc2nc(/C=N/NC(=O)CCNC(=O)OC(C)(C)C)ccc2c1
?,-2.1%,-3.7%,7.9%,5.6%,-17.8%,2.0,?,?,O=C(Cc1ccccc1)NCc1n[nH]c(=S)n1-c1ccc(Br)cc1
-6.2%,3.9%,-4.4%,31.6%,-3.1%,2.3%,-0.6,-9.1%,8.4%,COc1ccc(CC(NC(C)=O)C(=O)NC2CCN(C(=O)c3ccncc3)CC2)cc1OC (stereo unspecified)
14.7%,-5.3%,0.1%,13.5%,10.9%,11.4%,0.0,-24.6%,-7.8%,Nc1ccc(C(=O)Nc2ccc(Nc3ccncc3)cc2)cc1
?,i,-3.3%,-7.5%,-0.3%,-26.4%,1.2,-26.5%,?,O=S(=O)(NC(=S)NC1CCCCC1)c1ccc(Br)cc1
-5.9%,-8.4%,6.9%,14.1%,3.5%,56.2µM*,10.0,-3.4%,?,C[n+]1ccc(/C=C/c2ccc(Br)cc2)cc1
-7.8%,i,3.6%,-8.7%,4.5%,10.1%,-0.4,0.0%,13.0%,COCCN(C(=O)CCC(=O)Nc1ccccn1)C(C(=O)NC(C)C)c1ccc(Cl)cc1 (stereo unspecified)
6.1%,-10.7%,0.2%,11.0%,-4.6%,-1.5%,-4.6,-18.2%,17.2%,COc1ccc(S(=O)(=O)N2CCCOC2CNC(=O)C(=O)NCc2cccnc2)cc1 (stereo unspecified)
1.1%,-12.3%,3.1%,31.5%,-28.9%,-4.6%,-1.6,-16.0%,?,O=C(NCC(O)c1ccccc1)Nc1cccs1 (stereo unspecified)
1.1%&-1.6%,-2.1%,?,59.3%&22.4%[activator],-4.2%&-7.0%,-15.6%&-8.4%,-2.0&-0.2,-9.4%,15.9%,COc1cc(C(=O)Nc2ccc3nc4n(c(=O)c3c2)CCCCC4)cc(OC)c1OC
11.5%,1.6%,-7.6%,-13.4%,-7.1%,1.5%,-0.3,-16.1%,23.0%,CC(C)c1nc(SCC(=O)NC2CCCC2)c2ccccc2n1
-6.9%,-0.8%,?,27.6%,5.6%,-7.6%,-6.6,-7.9%,-47.7%[59 µM],Cc1ccc(CNC(=O)c2ccc(-c3nc(CS(=O)c4ccccc4)c(C)o3)cc2)cc1 (stereo unspecified)
0.0%,i,-10.4%,-8.4%,-2.5%,31.6µM*,-1.8,?,44.7µM*,Cc1ccc(NCc2ccccc2O)c(C)c1
7.8%,i,2.9%,67.8%[activator],-19.4%,-24.9%,6.1,-4.1%,-2.3%,CC(=O)N1CCOc2ccc(S(=O)(=O)NCCc3cccc(C)c3)cc21
2.1%,-10.8%,-5.2%,26.5%,-1.3%,11.9%,0.6,-2.8%,?,CCCCCc1c(C)nc(SCC(=O)O)[nH]c1=O
-3.0%,0.1%,-0.2%,39.5%[activator],1.4%,nt,-5.1,-5.5%,nt,NC(=O)NC(CC(=O)NNC(=O)c1cccs1)c1ccc(Cl)cc1 (stereo unspecified)
-21.5%,1.5%,?,-4.2%,-10.5%,-1.7%,-11.4,-31.8%,?,Cc1c2ccccc2nc2c(F)c(NCCO)c(F)c(F)c12
6.1%,-13.4%,-0.6%,0.8%,-6.9%,nt,-6.9,-19.1%,nt,COC(=O)c1ccc(-c2csc(NC(=O)C3=COCCO3)n2)cc1
-3.0%,2.8%,4.7%,21.9%,-4.1%,?,4.5,-22.4%,?,CCCC(=O)Nc1sc(C(=O)Nc2cccc(N)c2)c(C)c1C(=O)OC
9.7%,11.3%,-0.6%,22.1%,7.4%,8.8%,-5.2,-9.5%,1.9%[12.7 µM],N#Cc1ccccc1OCC(=O)NCCNC(=O)COc1ccccc1C#N
-8.6%,-8.1%,15.4%,45.9%[activator],5.0%,nt,4.2,-9.5%,-3.4%,COc1cc(OC)cc(-c2nnc(N(C)C(=O)c3ccncc3)s2)c1
8.6%&-2.2%,-8.5%&-9.4%,-8.2%&0.4%,27.6%&31.3%,11.2%&9.5%,-13.6%&-1.5%,-4.3&-0.8,-11.4%&-11.5%,8.4%&9.8%[59 µM],COc1ccccc1NC(=O)C1CCN(c2ncnc3c2nc2n3CCCCC2)CC1
13.3%,7.8%,-4.2%,30.7%,-1.4%,-7.5%,10.5,-5.0%,?,CC(C)C1N=C2c3ccccc3N=C(SCC#N)N2C1=O (stereo unspecified)
3.9%,-2.1%,-3.1%,32.9%,-11.6%,8.0%,3.6,-2.1%,-25.2%,O=C(CN1CCN(C(=O)C2CC2)CC1)Nc1ccc(Cl)cc1F
3.98µM*,10.0%,8.5%,12.7%,-1.3%,-4.8%,3.6,12.6µM*,3.98µM*,O=C1c2cccc3cccc(c23)C(=O)N1CCCc1n[nH]c(=S)n1-c1ccccc1
-0.9%,-10.7%,-1.8%,7.7%,-6.2%,6.0%,1.3,-13.3%,-4.2%[0.501 µM],CCC(C(=O)NC(C)(C)C)N(Cc1ccc(F)cc1)C(=O)c1snc(C(N)=O)c1N (stereo unspecified)
0.4%,nt,-2.5%,29.4%,nt,-5.6%,-3.0,-2.3%,?,COc1cc(S(=O)(=O)NCC2COCCO2)ccc1-n1cnnn1 (stereo unspecified)
2.0%,-0.6%,6.5%,4.2%,-9.0%,nt,0.0,-4.9%,nt,Brc1ccc(-c2noc3c2-c2nc(C4CCCCC4)sc2CC3)cc1

Source: PubChem (National Center for Advancing Translational Sciences (NCATS))
